Screens from PubChem.
Rtt109 HAT inh: C. albicans Rtt109 histone acetyltransferase inhibition | purified Rtt109/Vps75, ThioGlo CoA-SH fluorescence, 4 h | inhibition, % at 34.9 µM | 330,000 compounds, 0.16% hits | AID 540336;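 active = inhibition of at least 50% in every replicate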
CDK5 inh: inhibitors of human CDK5/p35 kinase; Q00535+Q15078; Recombinant CDK5/p35, ADP-Glo luminescence, 60 min; inhibition, % at 10 µM; 330,000 compounds, 0.01% hits;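 active = highest replicate inhibition of at least 50% and at least 75% of replicates reaching 50%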;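 note: plate controls were DMSO neutral control for no effect and GW8510 at 10 µM for full effect; many of its hits are not listed in these tables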
cardiac RTF act: increases calcium sensitivity of human cardiac regulated thin filaments | IANBD-labeled TnC RTF fluorescence at EC20 calcium; 0% EC20 calcium, 100% full calcium | activation, % at 7.2 µM | 340,000 compounds, 0.24% hits | AID 493008;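 active = activation above the mean over all tested compounds plus 3 SD, cut at about 30% in these data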;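 note: rise in fluorescence read as greater calcium sensitivity of cardiac thin filaments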
LANA DNA inh: KSHV C-LANA DNA binding inhibition; MBP-C-LANA/FAM-LBS DNA binding, fluorescence polarization; inhibition, % at 9 µM; 340,000 compounds, 0.078% hits;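 active = highest replicate inhibition at or above 60% at 9 µM, even if other replicates fall short; inactive = all replicates below 60% inhibition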;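 note: 0% = neutral control wells and 100% = 4 µM acridine orange control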
dFosB activator: enhances mouse delta FosB homodimer DNA binding. 340,000 compounds, 0.99% hits. AID 493131. activation, % at 25 µM. P13346. purified delta FosB, TAMRA-CDK5 oligo fluorescence polarization; percent of positive-control signal above neutral wells;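 active = mean activation above about 17%, with every replicate also reaching it, limit read from the data, passing the limit was not always enough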;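 note: fluorescence polarization rise as delta FosB binds a TAMRA Cdk5 AP-1 oligo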
NSD2 inh: blocks human histone methyltransferase NSD2; O96028; NSD2 peptide methylation, AlphaScreen, 120 min; inhibition, % at 12.5 µM; 310,000 compounds, 0.54% hits; AID 743445; in the data active = inhibition above about 50%
PvdQ acylase: P. aeruginosa PvdQ acylase inhibition; purified PvdQ acylase, fluorescence plate reader; inhibition, % at 10 µM; 340,000 compounds, 0.063% hits; in the data active = inhibition above about 30%, passing the limit was not always enough;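 note: 0% = vehicle neutral wells and 100% = reference inhibitor wells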
PfHsp90 set2: inhibits growth of yeast expressing Plasmodium falciparum Hsp90. S. cerevisiae expressing PfHsp90, BacTiter-Glo ATP, 48 h; yeast lacking PDR1 and PDR3 efflux regulators. inhibition, % at 9.4 µM. 310,000 compounds, 0.32% hits;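 active = every replicate shows inhibition above about 80%, whatever the replicate mean, limit read from the data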;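 note: 0% = DMSO neutral controls and 100% = 20 µM radicicol positive controls; yeast relying on Plasmodium falciparum Hsp90 in place of its own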
SUMO Mot1 rescue: SUMOylation pathway inhibition by Mot1-301 growth rescue; S. cerevisiae Mot1-301 growth rescue, ATP luminescence, 38.5C; percent above DMSO median, 100 means doubled; growth rescue, % at 18.8 µM; 320,000 compounds, 1% hits; AID 2716;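 active = every valid replicate shows activation above 250% relative to neutral control wells; inactive = the rest, any valid replicate at or below 250%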;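 note: OY570 slx delta 5 strain wells were the positive control but not used for scaling; some compounds called inactive have numbers as strong as hits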
Keap1-Nrf2 PPI: inhibitors of human Keap1-Nrf2 protein-protein interaction; Q14145; Keap1 Kelch-Nrf2 peptide fluorescence polarization, 1536-well; inhibition, % at 9.4 µM; 340,000 compounds, 0.15% hits; in the data active = inhibition above about 12%;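 note: human Keap1 Kelch domain with fluorescein labeled Nrf2 9mer peptide probe; 0% = neutral control wells and 100% = peptide positive control; higher means more block of Keap1 binding to Nrf2 peptide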
RTF Ca sens inh: cardiac RTF calcium desensitization. P19429+P45379. AID 493244. 340,000 compounds, 0.12% hits. inhibition, % at 7.15 µM. IANBD-labeled cardiac RTF, Ca2+ fluorescence;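 active = inhibition above the mean inhibition of all tested compounds plus 3 SD, cut at about 17% in these data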;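 note: assay run at fixed EC70 calcium of 1.6 mM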
* = called active by the depositor; x = no result given.

SMILES,Rtt109 HAT inh,CDK5 inh,cardiac RTF act,LANA DNA inh,dFosB activator,NSD2 inh,PvdQ acylase,PfHsp90 set2,SUMO Mot1 rescue,Keap1-Nrf2 PPI,RTF Ca sens inh
Cc1sc2ncn(CC(=O)NCCc3ccccc3)c(=O)c2c1C,-3,-1.2,-4,-0.8,-1,0,6,2,-10,-3,-3
COC(=O)c1sc(S(=O)(=O)NCc2cccs2)c(C(=O)OC)c1C,3,0.2,1,1.1,-5,-2,3,20,-11,1,5
COc1cc(OC)c(C2=NOC(C(=O)Nc3ccc4c(c3)OCO4)C2)cc1Cl (centres undefined),-1,-2.9,3,-0.7,0,10,-16,13,20,-2,16
O=c1ccc(-c2nc3ccccc3n2Cc2ccc(Cl)cc2)c[nH]1,-3,-0.3,0,-1.2,-13,5,10,7,-3,0,-2
COC(=O)C1[C@H]2SC(C)(C)C(C(=O)OC)N2C(=O)N1Cc1nc2ccccc2s1 (some centres undefined),-6,0.0,2,0.8,2,x,-8,-7,-14,-2,-13
Cn1cc(C(=O)NS(=O)(=O)Nc2ccc(Br)cn2)c2ccccc21,15,-0.2,-3,-0.2,1,x,-1,0,14,-4,-4
COc1ccccc1/C=C\C=N\NC(=O)c1ccco1,2,-2.0,-2,1.8,1,4,-12,6,-16,1,-4
CCN(CC)C(=O)c1cccc(NC(=O)c2cc(C3CC3)nc3c2cnn3C(C)C)c1,9,0.8,-4,-3.3,-22,-1,-12,4,7,-4,-7
CCCCN(C(=O)CSCC(=O)Nc1cccc(C)c1)c1c(N)n(Cc2ccccc2)c(=O)[nH]c1=O,4,-1.5,-3,-0.5,-8,1,-12,26,-1,-3,0
CC(CC(=O)NCc1cccnc1)c1ccccc1 (centres undefined),4,0.4,2,1.2,-1,-1,-4,-7,10,-7,2
COC(=O)C1(CCSC)NC(c2ccc(O)cc2)C2C(=O)N(c3ccc(F)cc3)C(=O)C21 (centres undefined),3,1.5,-4,-0.2,-8,-2,-8,9,-13,-1,5
NC(=O)C1=C(c2ccccc2)c2ccccc2C1=O,5,11,-1,0.4,-1,-1,5,x,x,0,0
COc1ccc(/C=C/C(=O)Nc2ccc(C)cc2)cc1S(=O)(=O)N1CCOCC1,0,-0.5,-4,0.9,-1,-3,4,-3,4,-2,-7
COc1ccccc1CN(C(=O)Cc1cccs1)C(C(=O)NC1CCCC1)c1ccncc1 (centres undefined),x,8.8,7,2.3,-12,x,10,-3,10,1,1
Cc1cccc(N2C(=O)C3C(c4ccccc4)OC4(C(=O)c5ccccc5C4=O)C3C2=O)c1 (centres undefined),5,0.1,1,-0.1,6,-1,2,19,-19,7,-4
Cc1ccc(C)c(N(CC(=O)NCc2ccco2)C(=O)CNS(=O)(=O)c2ccc(F)cc2)c1,15,1.3,-3,-0.8,-14,3,1,-73,9,-4,-19
CCOC(=O)N1CCN(C(=O)c2ccc3c(c2)N=C(CC)c2cc(C)ccc2S3)CC1,3,1.0,-6,-0.8,-24,8,3,10,215,-1,-5
COc1ccc(Cl)cc1C(=O)NNC(=S)NC(=O)c1ccc(F)c(F)c1,-4,-0.4,2,-0.5,-2,1,-6,10,9,1,-8
CC1(C)CC(=O)C2=C(C1)OC1=C(C(=O)CC(C)(C)C1)C2c1ccccc1,6,-1.2,-1,-1.9,1,1,-2,21,-2,-6,8
COC(=O)c1ccc2c(CCO)c[nH]c2c1,-1,1.1,2,-0.3,2,x,-3,3,3,1,-7
c1ccc(-c2nnc(-c3ccccn3)s2)nc1,-5,2.1,1,-0.6,-27,-1,0,22,79,-1,2
CC(C)CN(C(=O)C(c1ccccc1)c1ccccc1)c1c(N)n(CC(C)C)c(=O)[nH]c1=O,x,-0.5,3,-1.3,-14,x,-11,-28,3,-1,-16
CC1CC(C)(C)NC(=S)N1CCC(=O)N1CCc2ccccc2C1 (centres undefined),-1,1.6,6,0.0,0,-2,1,10,1,-9,-7
COc1ccc(S(=O)(=O)N(CC(=O)Nc2cc(C)on2)Cc2ccccc2)cc1,18,1.3,-3,1.8,-1,x,6,14,x,-3,1
Nc1nc2ccc(S(=O)(=O)c3ccc4nc(N)sc4c3)cc2s1,13,1.4,6,0.2,4,0,-7,3,x,0,-2
COc1cccc(CNC(=O)c2cc3c(cc2Cl)N2CCCCCC2=NS3(=O)=O)c1,0,1.1,1,1.1,-13,-1,-12,35,267,-2,-12
COC(=O)c1cccc(C(=O)Nc2ccc(F)cc2)n1,10,4.6,-1,1.6,-2,4,10,0,-7,0,4
O=[N+]([O-])c1ccc(CN2CCCCCC2)s1,3,-0.3,0,-1.8,2,5,5,-11,117,-3,2
CSCC[C@H](NC(=O)Nc1cccc(Br)c1)C(=O)O,-3,-2.7,-2,0.5,-2,1,-3,-12,2,4,4
CCSc1ncnc2sc3c(c12)CCC3,1,2.9,-4,-0.5,-14,-1,-13,8,406,-6,-1

The last two records of the section above lead into the next:
SMILES,Rtt109 HAT inh,CDK5 inh,cardiac RTF act,LANA DNA inh,dFosB activator,NSD2 inh,PvdQ acylase,PfHsp90 set2,SUMO Mot1 rescue,Keap1-Nrf2 PPI,RTF Ca sens inh
CSCC[C@H](NC(=O)Nc1cccc(Br)c1)C(=O)O,-3,-2.7,-2,0.5,-2,1,-3,-12,2,4,4
CCSc1ncnc2sc3c(c12)CCC3,1,2.9,-4,-0.5,-14,-1,-13,8,406,-6,-1
Cc1ccccc1CN1CCNC(=O)C1CC(=O)O (centres undefined),5,0.0,0,0.2,-4,x,-14,17,14,-1,-8
CC(C)N(CCC#N)C(=O)Nc1ccc2c(c1)CCO2,2,-0.5,-3,-1.0,8,0,-3,-2,21,1,2
COc1ccc(/C=N/NC(=O)CNC(=O)c2ccc3c(c2)OCCO3)cc1OC,-1,-0.9,1,0.0,-4,-29,-8,14,0,-6,-11
CCS(=O)(=O)c1nc(S(=O)(=O)c2ccc(C)cc2)c(NCCCn2ccnc2)s1,-6,0.4,-4,-2.3,-11,-1,-3,-11,9,0,-8
CN(Cc1ccccc1)C(=O)CCC(=O)N(C)Cc1ccccc1,-10,-1.1,3,0.9,8,-1,-8,3,6,-4,1
N#CC1=CC2CN(Cc3ccccc3)C1C1C(=O)N(c3ccccc3)C(=O)C21 (centres undefined),-8,0.4,5,-2.4,-10,1,-9,-27,x,0,-16
Cn1c(-c2sccc2OCc2ccc(Cl)cc2Cl)n[nH]c1=S,15,3.4,-2,-1.7,-8,-2,-20,-22,-15,2,-11
O=C(NCCc1ccccc1)c1cccc(N2C(=O)C3CC=CCC3C2=O)c1 (centres undefined),4,-1.6,3,0.7,-11,1,-17,x,4,2,-13
O=C(Nc1ccc(Br)c(Cl)c1)C1CC1,-4,-0.6,4,0.0,-3,-5,3,x,-8,-2,7
CCOc1ccc(NC(=S)N2CCC(N(C)CC3CCCO3)CC2)cc1 (centres undefined),-4,-1.6,-2,2.0,4,2,4,-7,4,-2,-4
CCN(c1ccccc1C)S(=O)(=O)c1nnc(NC(=O)c2ccco2)s1,-3,0.7,-2,1.8,-5,17,-2,7,-2,1,0
CCCCC1CC(CSC(=N)N)OC1=O (centres undefined),-48,-0.8,3,0.7,-1,-3,-9,3,190,-4,-6
CCC[N+](CC#Cc1ccccc1)(CCC)CC(=O)OCC,-5,-0.4,-4,-1.5,4,7,-2,10,77,1,4
O=[N+]([O-])c1cccc(C(=Nc2cccc(Cl)c2)NO)c1,-1,-0.3,-3,0.6,-3,8,3,-26,0,3,-8
COc1ccc(C(=O)NCc2nnc(SCC(=O)Nc3nc4ccccc4s3)o2)cc1OC,-5,0.6,7,1.4,-1,-2,-10,-29,144,-4,-1
CC(C)CNS(=O)(=O)c1ccc(CCC(=O)NCc2ccco2)cc1,10,-1.4,-4,-0.2,-5,1,-11,7,3,-1,-5
COc1cccc(N2C(=O)C(CC(=O)Nc3ccccc3)N(C3CCCCC3)C2=O)c1 (centres undefined),-4,-0.8,-5,0.3,-5,-5,-18,-2,-8,2,1
O=C(O)COc1ccccc1-c1ccccc1,-5,-1.5,1,0.0,-9,x,-3,-1,-13,-4,0
COc1ccc(NC(=O)CC2C(=O)N(c3ccc(F)cc3)C(=S)N2NC(=O)c2ccc(Cl)cc2)cc1 (centres undefined),x,1.4,-2,-0.6,-5,4,10,11,-5,-6,0
CCCCn1c(N)c(N(CC)C(=O)C(c2ccccc2)c2ccccc2)c(=O)[nH]c1=O,-6,-1.2,-2,-0.1,-5,1,-6,2,18,0,-6
CCOC(=O)C1CCCN(Cc2cc(=O)oc3cc(C)c(C(C)C)cc23)C1 (centres undefined),x,0.3,-1,-0.8,-9,-1,9,13,-16,-7,0
CC(C)(C)OC(=O)C[C@@H]1C/C=C\C[C@H](CC(=O)NCCO)C(=O)N2CCC[C@H]2COC1=O,-1,0.2,2,2.4,-1,x,6,10,-1,0,3
COCCn1c(SCC(=O)NCc2ccc3c(c2)OCO3)nnc1C(C)C,-10,0.3,-10,-2.8,-10,3,1,17,35,0,-5
